Screening data: PubChem, several laboratories
HSF1 inhib: HSF1 inhibition. NIH3T3-HGL HSE-luciferase, MG132-induced, luminescence 8 h; active compounds read low. activity change, negative = inhibition, % at 7.5 µM (by protocol). 0.77% of 300,000 active;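 active means more than half of replicate wells show activity change below -50%, luminescence cut by over half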;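 further: luciferase reports HSF-1 transcriptional activity via heat shock element; 0% = median of DMSO wells and -100% = zero luminescence signal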
GSK3A inh: inhibitors of human GSK-3 alpha kinase. P49840. ADP-Glo luminescence, 60 min. inhibition, % at 10 µM. 0.1% of 320,000 active. AID 2650;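 in the data active means inhibition above about 50%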;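 further: GST-tagged GSK-3 alpha with peptide substrate and 25 µM ATP; 0% = DMSO neutral wells and 100% = GW8510 positive control wells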
Target sequence (P49840 whole entry, looked up): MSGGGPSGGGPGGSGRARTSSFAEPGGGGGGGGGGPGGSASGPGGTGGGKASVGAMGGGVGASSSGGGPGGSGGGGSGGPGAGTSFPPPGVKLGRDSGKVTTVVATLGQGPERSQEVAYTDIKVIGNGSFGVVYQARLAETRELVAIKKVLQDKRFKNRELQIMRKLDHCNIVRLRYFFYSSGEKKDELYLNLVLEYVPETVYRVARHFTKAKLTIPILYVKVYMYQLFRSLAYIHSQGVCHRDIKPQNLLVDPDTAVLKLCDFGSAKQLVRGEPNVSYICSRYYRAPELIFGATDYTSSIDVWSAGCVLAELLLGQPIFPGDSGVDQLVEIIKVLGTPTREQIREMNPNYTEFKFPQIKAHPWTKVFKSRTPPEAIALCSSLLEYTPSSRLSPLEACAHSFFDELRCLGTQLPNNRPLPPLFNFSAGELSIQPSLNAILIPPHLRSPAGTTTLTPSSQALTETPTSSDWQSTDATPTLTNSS
KLF5 inhibitor: kruppel-like factor 5 inhibition; DLD-1 KLF5 promoter-luciferase reporter, luminescence; inhibition, % at 5 µM; 0.23% of 290,000 active;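 active means inhibition above a per-plate limit of that plate's mean compound inhibition plus 3 SD, cut at about 60% in these data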;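 further: 0% = DMSO wells and 100% = LY294002 at 200 µM; higher means less KLF5 promoter-driven luciferase light; inactives centre near -14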
aSyn UTR inh: 5' untranslated region of α-synuclein, MLPCN primary screen; alpha-synuclein 5'UTR reporter, inhibitor activity; inhibition, % (tested at 7.5 µM); 0.82% of 300,000 active; AID 1813; in the data active means inhibition above about 60%;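 further: H4 neuroglioblastoma cells stably carrying SNCA 5'UTR luciferase fusion; 0% = DMSO wells and 100% = positive control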
HSP90 refold inh: HSP90 refolding inhibition in rabbit reticulocyte lysate | luciferase refolding luminescence, 3 h | inhibition, % at 5.6 µM | 0.91% of 290,000 active;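 active means inhibition above the screen-wide mean plus 3 SD, computed separately per campaign, cut at about 16% in these data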;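 further: 0% = DMSO wells and 100% = 60 µM geldanamycin wells; inhibitors lower the luminescence because luciferase stays unfolded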
GSK3beta inhib: inhibitors of human GSK3beta kinase. P49841. GST-GSK3beta kinase, ADP-Glo luminescence, 60 min; active compounds read low. activity score (negative = inhibition), % at 10 µM. 0.038% of 300,000 active;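 active means more than half of replicate wells score below -50%, meaning over 50% inhibition versus plate controls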;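 further: 0% = median DMSO wells and -100% = median GW8510 positive control wells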
Target sequence (P49841 whole entry, looked up): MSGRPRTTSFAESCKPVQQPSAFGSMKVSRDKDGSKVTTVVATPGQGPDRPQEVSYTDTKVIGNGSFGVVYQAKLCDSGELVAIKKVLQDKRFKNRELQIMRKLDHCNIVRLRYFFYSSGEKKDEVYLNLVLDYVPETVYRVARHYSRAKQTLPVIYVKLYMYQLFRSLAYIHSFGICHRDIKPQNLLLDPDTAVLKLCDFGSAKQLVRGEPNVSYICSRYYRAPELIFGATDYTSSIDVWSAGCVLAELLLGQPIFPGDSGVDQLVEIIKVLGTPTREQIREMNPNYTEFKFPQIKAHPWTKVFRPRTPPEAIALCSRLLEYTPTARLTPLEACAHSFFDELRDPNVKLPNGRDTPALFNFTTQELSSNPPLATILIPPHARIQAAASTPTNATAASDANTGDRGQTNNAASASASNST
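Assay system: GST-tagged human GSK3beta kinase, cell-free; Input: 1.6 ng GSK3beta; Medium: Tris/MgCl2 kinase buffer; Timing: 60 min enzyme reaction, room temperature; Signal: ADP-Glo luminescence quantifying ADP generated by kinase; Evaluation: score relative to plate controls; Benchmarks: DMSO neutral wells and GW8510 at 20 µM as positive.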
Platelet DG rel: platelet dense granule release activity | human platelet-rich plasma, SFLLRN dense granule ATP release, luminescence | inhibition, %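 (compounds screened at 7.5 µM in platelet-rich plasma)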 | 0.22% of 300,000 active | AID 1663;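 active means mean replicate score, as percent of positive control, at or above 50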
DYRK1A inh: blocks rat Dyrk1A kinase activity; Q63470; ADP-Glo luminescence, NFATc1 peptide; inhibition, % at 12.5 µM; 0.43% of 310,000 active; AID 504441; in the data active means inhibition above about 50%;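 further: plate controls were vehicle with enzyme for no effect and no enzyme for full effect; many of its hits are not listed in these tables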
HSF1 activator: increases HSF-1 driven luciferase reporter signal | NIH3T3-HGL HSF-1 luciferase reporter, MG132, 8 h; 100% = twice DMSO control signal | activation, % at 9 µM | 1.7% of 300,000 active;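 active means mean replicate activation of at least 50% with a set share of replicates each reaching 50%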;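 further: 0% = median of the neutral control wells and 100% = twice that signal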
IEC-6 cytotox: counter-screen for KLF5 inhibitors: cytotoxicity in IEC-6 cells; IEC-6 cytotoxicity, luminescence viability; inhibition, % at 5 µM; 0.78% of 290,000 active; AID 1825; in the data active means inhibition above about 22%;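 further: 0% = plate median of test compound wells and 100% = cytotoxic reference compound wells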
Active calls of the source: *; / = not tested or not shown. A portion of the library (hit frequency here may not be typical).

SMILES	HSF1 inhib	GSK3A inh	KLF5 inhibitor	aSyn UTR inh	HSP90 refold inh	GSK3beta inhib	Platelet DG rel	DYRK1A inh	HSF1 activator	IEC-6 cytotox
CCc1c(C)nc(SCC(=O)NNC(=O)c2ccco2)[nH]c1=O	-4	-6	-4	-6	-3	5	4	/	-1	2
Cc1ccc(S[C@@H](CCN2CC[C@H](C)CCC2=O)c2ccccc2)cc1	7	-1	-1	1	4	0	7	1	37	-5
O=C(Cc1ccccc1)NCC(=O)OCC(=O)c1cccc([N+](=O)[O-])c1	-3	-4	-11	-3	0	0	-9	2	-6	0
COc1ccc(CSc2nc(C)cc(=O)[nH]2)cc1	/	0	-20	/	1	/	/	1	/	1
COCCNC(=O)CSc1nc2sccc2c(=O)n1-c1ccccc1	-6	3	-2	5	-3	-4	0	1	14	3
COCCN(C(=O)CN1CCCc2ccccc21)c1c(N)n(Cc2ccccc2)c(=O)[nH]c1=O	10	1	-20	5	-1	0	-3	15	13	-1
CCc1cc(=O)oc2c(C)c(O)c(CN(C)C)cc12	-1	3	-2	7	1	2	4	1	-4	-4
COc1cc(NC(=S)N(C)C)c(OC)cc1Cl	17	1	-18	-16	-1	1	-9	/	40	-1
CC(CNC(=O)c1ccc(-c2ccccc2)cc1)CN(C)C (stereo not drawn)	4	-1	-10	-20	0	3	2	-4	-13	-2
O=C(O)c1cc2c(s1)CCCC2	-3	-1	4	-6	2	0	-3	5	-16	4
C[C@@]12C(=O)N(CC3CC3)CC(=O)N1[C@H](/C=C/c1ccccc1)[C@@H]1C(=O)N(c3ccccc3)C(=O)[C@@H]12	-6	-1	4	23	1	-6	-2	2	-5	0
C/C(=N\NC(=O)Cn1c(-c2ccccn2)nc2ccccc21)c1cccc(O)c1	2	-2	-28	28	2	-24	10	-7	11	-2
Cc1cc(C)c(C)c(S(=O)(=O)NCC(=O)NCc2ccco2)c1C	1	-4	-17	-4	2	-3	-2	-1	-2	-3
CC(=O)Oc1ccc(/C=C2\C=C(c3ccc(C)cc3)OC2=O)cc1	-3	-1	-17	-30	-6	1	0	/	10	-4
CN(C)c1ccc(C=NCC2COc3ccccc3O2)cc1 (stereo not drawn)	-5	-2	-21	0	4	4	-1	/	1	4
Cc1nc2ccc(NC(=O)CSc3nnc(C)s3)cc2[nH]1	3	-4	6	1	1	-4	4	-2	-5	-10
CC1CCN(C(=O)C(NS(=O)(=O)c2cccc3nsnc23)c2ccccc2)CC1 (stereo not drawn)	-1	/	-11	4	-3	0	4	-3	1	-14
Cc1ccc(N(C(=O)Cn2nnc(-c3ccc(C)o3)n2)C(C(=O)NC2CCCC2)c2ccco2)cc1 (stereo not drawn)	-3	0	8	0	4	-1	-8	0	-9	0
COCCCNC(=O)CS(=O)Cc1nc(-c2ccccc2C)oc1C (stereo not drawn)	-7	-3	-12	-11	-3	2	11	-5	-4	3
COc1ccc(S(=O)(=O)n2ccc(-c3cnc(-c4ccccc4)s3)n2)cc1	22	3	-4	-140	0	-3	1	-1	20	-5
COc1cccc(OCc2nnc(SCC(=O)OCc3ccccc3)o2)c1	-8	/	-8	-2	-1	5	15	2	4	-6
CCCN1C2CCCC1CC(NC(=S)Nc1cc(C)cc(C)c1)C2 (stereo not drawn)	20	3	7	6	2	-2	0	/	42	3
CSc1cccc(NC(=O)CN2C(=O)c3ccccc3S2(=O)=O)c1	-2	-1	8	48	4	1	20	-8	0	5
Cc1nc(C)c(C(=O)O)s1	-4	-1	-17	2	-3	-1	8	-11	-12	2
Cc1cc(C)c2nc(N3CCC(C(=O)N4CCCC4)CC3)sc2c1	4	1	-3	25	1	2	3	-5	5	-5

Sorted by formula weight (descending): 13 of the compounds above.
SMILES	HSF1 inhib	GSK3A inh	KLF5 inhibitor	aSyn UTR inh	HSP90 refold inh	GSK3beta inhib	Platelet DG rel	DYRK1A inh	HSF1 activator	IEC-6 cytotox
Cc1ccc(N(C(=O)Cn2nnc(-c3ccc(C)o3)n2)C(C(=O)NC2CCCC2)c2ccco2)cc1 (stereo not drawn)	-3	0	8	0	4	-1	-8	0	-9	0
C[C@@]12C(=O)N(CC3CC3)CC(=O)N1[C@H](/C=C/c1ccccc1)[C@@H]1C(=O)N(c3ccccc3)C(=O)[C@@H]12	-6	-1	4	23	1	-6	-2	2	-5	0
COCCNC(=O)CSc1nc2sccc2c(=O)n1-c1ccccc1	-6	3	-2	5	-3	-4	0	1	14	3
Cc1ccc(S[C@@H](CCN2CC[C@H](C)CCC2=O)c2ccccc2)cc1	7	-1	-1	1	4	0	7	1	37	-5
CSc1cccc(NC(=O)CN2C(=O)c3ccccc3S2(=O)=O)c1	-2	-1	8	48	4	1	20	-8	0	5
Cc1cc(C)c2nc(N3CCC(C(=O)N4CCCC4)CC3)sc2c1	4	1	-3	25	1	2	3	-5	5	-5
CC(=O)Oc1ccc(/C=C2\C=C(c3ccc(C)cc3)OC2=O)cc1	-3	-1	-17	-30	-6	1	0	/	10	-4
Cc1nc2ccc(NC(=O)CSc3nnc(C)s3)cc2[nH]1	3	-4	6	1	1	-4	4	-2	-5	-10
CN(C)c1ccc(C=NCC2COc3ccccc3O2)cc1 (stereo not drawn)	-5	-2	-21	0	4	4	-1	/	1	4
COc1cc(NC(=S)N(C)C)c(OC)cc1Cl	17	1	-18	-16	-1	1	-9	/	40	-1
COc1ccc(CSc2nc(C)cc(=O)[nH]2)cc1	/	0	-20	/	1	/	/	1	/	1
CCc1cc(=O)oc2c(C)c(O)c(CN(C)C)cc12	-1	3	-2	7	1	2	4	1	-4	-4
Cc1nc(C)c(C(=O)O)s1	-4	-1	-17	2	-3	-1	8	-11	-12	2

New compounds follow:
SMILES	HSF1 inhib	GSK3A inh	KLF5 inhibitor	aSyn UTR inh	HSP90 refold inh	GSK3beta inhib	Platelet DG rel	DYRK1A inh	HSF1 activator	IEC-6 cytotox
COc1ccc(OCc2ccc(C(=O)NN)cc2)cc1	15	0	-74	-6	4	2	-9	2	42	2
Cc1ccc(S(=O)(=O)Cc2ccc(C(=O)OCc3ccccc3)cc2)cc1	-5	1	5	-13	1	-1	0	0	-18	3
COCCCNC(=O)c1cc(-c2cccnc2)nc2ccccc12	-6	0	-10	8	-6	0	2	10	-2	2
CCOC(=O)c1ccc(NC(=S)NNC(=O)c2cc(-c3cccnc3)nc3ccccc23)cc1	0	-5	-21	-6	-2	3	3	18	-2	-3
O=C(CNC(=O)c1sc2ccccc2c1Cl)OCc1ccccc1	4	-2	-8	0	1	-4	10	5	5	3
CCCCCCCCNC(=O)c1cccnc1SCC(=O)Nc1ccccc1OC	22	0	5	23	5	0	8	-5	6	-5
Cc1ccccc1Nc1nc(-c2cccnc2)cs1	4	-1	-154	-179	-8	2	-1	10	29	3
CN(CC(=O)N1CCCCCC1)S(=O)(=O)c1ccc(Br)s1	5	-2	-4	-38	1	2	4	/	37	5
O=C(OCCN1C(=O)c2cccc3c(N4CCOCC4)ccc(c23)C1=O)c1ccc(Cl)cc1Cl	-11	0	-11	99*	0	4	-6	0	-1	-3
Cc1cc(=O)[nH]c(SCC(=O)Nc2cc(S(=O)(=O)N3CCCC3)ccc2Cl)n1	/	-2	-29	-9	3	-2	0	6	/	-10
Cc1cccc(C)c1NC(=O)CN(C)C(=O)CC1OC(=O)c2ccccc21 (stereo not drawn)	-36	0	/	2	/	-2	-11	4	-51	/
CCOc1ccc(Cn2c(=O)oc3ccc(C)cc32)cc1OC	9	-1	-19	10	0	-3	7	-4	4	0
Cc1ccc(-n2nc(C)c(Sc3ccccc3[N+](=O)[O-])c2N)cc1	-6	0	-8	6	0	1	-5	-1	-13	6
Cc1cccc(C2c3[nH]c4ccccc4c3CCN2C(=O)c2cc(CC(C)C)[nH]c(=O)n2)n1 (stereo not drawn)	5	0	0	15	-1	8	-4	2	-9	5
O=C(Cc1ccc(S(=O)(=O)N2CCOCC2)s1)Nc1ccc(S(=O)(=O)N2CCCCC2)cc1	6	-4	/	4	/	2	2	-6	34	/
O=C1N(c2ccc(Cl)cc2)C(c2ccccc2)N2CCCN12 (stereo not drawn)	5	-2	1	12	-1	-1	-9	-2	4	-1
COc1cccc(CNS(=O)(=O)c2c(C)[nH]c(C)c2C(=O)N2CCCCC2)c1	-3	-1	-10	3	-1	3	-39	2	-6	6
Cc1ccc(C)c(S(=O)(=O)NCc2cccnc2)c1	-5	-1	-25	15	1	-3	-9	6	-2	2
COc1ccc(N2CCC(CNC(=O)Nc3cccc(OC)c3)C2)cc1 (stereo not drawn)	4	2	-19	-5	1	0	5	3	4	0
O=C(O)c1cccc(-n2cccc2C=C2C(=O)c3ccccc3C2=O)c1	0	1	12	8	-2	3	7	7	33	-2
CC(=O)c1cccc(NC(=O)N2CCCC2C(=O)NC2CCCCC2)c1 (stereo not drawn)	7	3	-2	-4	1	-2	-6	-1	-14	1
Cc1ccc(S(=O)(=O)N2CCOCC2)cc1NC(=O)COC(=O)Cc1ccsc1	5	-1	-9	4	-3	-1	8	0	19	-1
COC(=O)CC1SC(=O)NC1=Nc1ccc(C)cc1 (stereo not drawn)	15	1	-6	1	-3	0	-1	1	27	-2
N=C1SCC(=O)N1/N=C/c1ccccc1	14	-4	-40	-45	-4	2	-13	-3	11	-3
CC1(C)CC(NC(=O)C23CCC(C)(C(=O)C2)C3(C)C)CC(C)(C)N1 (stereo not drawn)	-8	-2	-11	2	2	2	8	3	-12	8
(continued)
SMILES	HSF1 inhib	GSK3A inh	KLF5 inhibitor	aSyn UTR inh	HSP90 refold inh	GSK3beta inhib	Platelet DG rel	DYRK1A inh	HSF1 activator	IEC-6 cytotox
CCOc1ccccc1CN1CCN(Cc2cccc3nonc23)CC1CCO (stereo not drawn)	-4	-3	-36	8	-1	2	2	4	10	-1
CC1CCCN(CCCNC(=O)C2CCC(CNS(=O)(=O)c3cccc4nsnc34)CC2)C1 (stereo not drawn)	-11	-1	-14	-1	3	3	-8	-3	-15	0
O=C1/C(=C\c2ccc(O)cc2)SC(=S)N1/N=C/c1ccc(O)cc1	-2	15	-19	-26	3	-4	6	9	7	-8
CCOC(=O)/C(=N\Nc1cc(Cl)ccc1Cl)N1CC(C)OC(C)C1 (stereo not drawn)	-2	-1	-5	4	-2	1	3	4	-3	-9
NC(=S)c1cc2cc(Br)ccc2oc1=O	-1	-2	-19	-16	1	5	3	12	3	0
COc1ccc(C)cc1NC(=O)C(OC(=O)c1cc(C)oc1C)c1ccccc1 (stereo not drawn)	1	1	-12	9	-1	1	3	-3	-3	-6
